CHOP UPR activ: activators of apoptotic CHOP UPR arm, primary screen, cell-based, CHO-CHOP luciferase reporter, luminescence, uHTS; UPR activation; percent of tunicamycin response over DMSO baseline; activation, % at 10 µM; 330,000 tested, 0.34% active; AID 449763, 2010;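 active = at 10 µM dose, activation of 40% or more, normalized to positive control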;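 also: 100% = tunicamycin at 10 µg/mL and 0% = DMSO alone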
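Test system: CHO-CHOP cells, stable luciferase reporter of PERK-eIF2a-CHOP signalling | Quantity: 500 CHO-CHOP cells per well | Buffer or medium: F12 plus 10% serum | Compound dosing: 10 µM single point, 0.5% DMSO | Schedule: 6 h compound treatment, 37 °C | Signal: Luciferase luminescence | Control set: Tunicamycin high control, DMSO low control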
XBP1 UPR activ: activators of adaptive XBP1 UPR arm, primary screen, cell-based, CHO-XBP1 luciferase reporter, luminescence, uHTS; IRE1-XBP1 UPR activation; percent of tunicamycin response, DMSO as zero; activation, % at 20 µM; 330,000 tested, 0.33% active; AID 463104, 2010;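 active = versus positive control, 20 µM dose yields 30% or more activation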;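 also: 100% = tunicamycin at 10 µg/mL and 0% = DMSO only wells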
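Material – CHO cell line with stable XBP1 luciferase reporter · Buffer or medium – F12 plus 10% FBS · Compound – single point, 20 µM final compound, 1% DMSO · Schedule – 16-18 h cell attachment at 37 °C, then 6 h compound exposure · Signal – Steady-Glo luminescence read · Benchmarks – high control tunicamycin 10 µg/mL final, low control DMSO vehicle only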
tim23-1 inh: growth inhibitors of tim23-1 mutant yeast, primary screen, luminescence, uHTS; S. cerevisiae tim23-1 growth, BacTiter-Glo luminescence, 24 h; inhibition, % at 20 µM; 330,000 tested, 1.3% active;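 active = growth inhibition of the mutant yeast at or above 50%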;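 also: temperature-sensitive mutant grown at 25 °C; plate controls were DMSO-treated mutant yeast for no effect and medium wells lacking yeast for full effect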
NALP3 yeast inh: NALP3 inflammasome inhibitors in reconstituted yeast, primary screen, luminescence, uHTS. inhibition, % at 10 µM. 330,000 tested, 0.39% active. AID 2825, 2010. Yeast reconstituted NLRP3/ASC/caspase-1, beta-gal luminescence, 24 h;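 active = inhibition of 50% or more; inactive = inhibition below 50%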;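 also: plate controls were induced DMSO wells for no effect and uninduced yeast grown without galactose for full effect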
tim10-1 inh: growth inhibitors of tim10-1 mutant yeast, primary screen, luminescence, uHTS | S. cerevisiae tim10-1 ts strain growth, BacTiter-Glo, 24 h | inhibition, % at 20 µM | 330,000 tested, 2.2% active | AID 463190, 2010;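 active = inhibition of at least 40%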;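 also: mutant grown at 25 °C; 0% = DMSO wells with yeast and 100% = wells holding no yeast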
TIM10 inh: growth inhibitors of isogenic TIM10 control yeast, primary screen, counter-screen for tim10-1 yeast inhibitor project, luminescence, uHTS; S. cerevisiae TIM10 strain growth, BacTiter-Glo luminescence, 24 h; inhibition, % at 10 µM; 330,000 tested, 1.4% active; AID 463195, 2010;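 active = inhibition of 40% or more at the single tested concentration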;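 also: wild-type TIM10 isogenic control strain grown at permissive 25 °C; 0% = DMSO yeast wells and 100% = minimal medium wells without yeast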
APJ ag: agonists of human apelin receptor APJ, primary screen, CHO-K1 cells, PathHunter beta-arrestin, luminescence; activation, % at 20 µM; 0% DMSO wells, 100% apelin; AID 2520, 2010; 330,000 tested, 0.11% active;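 active = activation more than six SD over the plate average, tested at 20 µM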;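 also: 0% = DMSO alone and 100% = apelin-13 at 10 nM; some results filed as inactive read as strong as hits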
Target sequence (P35414 whole entry, looked up): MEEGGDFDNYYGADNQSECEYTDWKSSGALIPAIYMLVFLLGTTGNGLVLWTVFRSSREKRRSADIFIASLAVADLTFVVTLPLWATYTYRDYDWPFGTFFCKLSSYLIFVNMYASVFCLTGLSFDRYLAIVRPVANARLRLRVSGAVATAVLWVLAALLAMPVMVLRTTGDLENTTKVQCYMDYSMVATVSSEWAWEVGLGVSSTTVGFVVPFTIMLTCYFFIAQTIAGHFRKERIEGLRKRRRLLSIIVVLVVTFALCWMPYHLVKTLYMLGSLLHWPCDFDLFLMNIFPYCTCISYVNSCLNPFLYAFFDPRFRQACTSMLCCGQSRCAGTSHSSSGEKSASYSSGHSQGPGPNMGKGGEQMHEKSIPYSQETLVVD
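Assay system: CHO-K1 cells stably expressing ProLink-tagged human APJ and arrestin–beta-gal acceptor. Compound dosing: 20 µM single point, 1% DMSO. Times: 16-18 h seeding, 90 min dark compound exposure, 60 min detection. Detection: beta-gal luminescence. Evaluation: APJ–arrestin association signal. Controls: negative DMSO alone, positive Apelin-13 at 10 nM.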
GRIN3A LBD mod: binders of NR3A ligand-binding domain, primary screen, biophysical, differential scanning fluorimetry, uHTS. 340,000 tested, 2.5% active. Glutamate receptor ionotropic, NMDA 3A (GRIN3A) ligand-binding domain. Tm shift relative to glycine control, % at 25 µM. NR3A LBD differential scanning fluorimetry, Tm shift; 0% = protein alone, 100% = glycine-bound protein;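 active = melting temperature shift of at least 10% of the positive control shift, at one fixed dose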
Mdm2 MdmX PPI: inhibitors of human Mdm2-MdmX association, primary screen, cell-based, luminescence, split luciferase, SaOS-2, uHTS. SaOS-2 split-luciferase Mdm2/MdmX complementation. 330,000 tested, 3% active. Protein Mdm4 (Homo sapiens) + E3 ubiquitin-protein ligase Mdm2 (Homo sapiens), …. inhibition, % at 8 µM;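 active = inhibition of at least 50% at 8 µM in the primary screen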
Active calls of the source: *; · = no result given.

SMILES	CHOP UPR activ	XBP1 UPR activ	tim23-1 inh	NALP3 yeast inh	tim10-1 inh	TIM10 inh	APJ ag	GRIN3A LBD mod	Mdm2 MdmX PPI
COC(=O)Nc1ccc(SCC(=O)c2cccc([N+](=O)[O-])c2)cc1	-1.0	-4	23	54*	7	1	-3	-6	12
CCC1CCCCN1CCCn1c(=S)[nH]c2ccccc2c1=O (stereo unspecified)	-2.3	-3	3	10	-8	-2	-1	-1	14
Cc1ccc(OCC(=O)N2CCN(C(=O)Cc3ccccc3)CC2)cc1	1.7	-1	11	14	17	0	-1	-1	10
O=C(CN1CCN(c2ccccc2O)CC1)NC(=O)NCc1ccccc1	0.0	0	23	18	9	15	-4	1	21
CCN(CC(=O)Nc1ccc(OC)cc1)C(=O)c1ccc2c(c1)NC(=O)CS2	1.5	-1	19	10	6	-2	-1	0	25
CC(C)C(NS(=O)(=O)/C=C/c1ccccc1)C(=O)NCc1ccc(F)cc1 (stereo unspecified)	1.3	3	16	11	-3	17	-1	0	-21
Cc1ccc(-n2ncc3c2CC(C)(C)CC3NC(=O)Cc2c(C)noc2C)cc1 (stereo unspecified)	0.1	4	19	14	22	-5	0	-4	2
COC(=O)C(NC(=O)c1ccccc1)(Nc1nc(C)cs1)C(F)(F)F (stereo unspecified)	-1.8	3	0	3	-6	7	-1	-1	-6
Oc1ccc(/C=N/Nc2ccc(C(F)(F)F)cn2)cc1O	67*	10	16	11	9	-4	3	21*	-9
CC(=O)Nc1ccc2c(c1)nc1n2CCN(C(C)c2ccccc2)C1 (stereo unspecified)	0.8	0	10	4	3	6	3	0	-21
CCOc1ccsc1C(=O)OC	0.2	-3	2	0	-14	8	2	-3	-15
COc1ccccc1C(=O)c1cc2ccc(O)cc2oc1=O	-2.4	0	5	8	-7	6	-2	0	9

Overlap with the part before: 4 entries; new compounds follow.
SMILES	CHOP UPR activ	XBP1 UPR activ	tim23-1 inh	NALP3 yeast inh	tim10-1 inh	TIM10 inh	APJ ag	GRIN3A LBD mod	Mdm2 MdmX PPI
Oc1ccc(/C=N/Nc2ccc(C(F)(F)F)cn2)cc1O	67*	10	16	11	9	-4	3	21*	-9
CC(=O)Nc1ccc2c(c1)nc1n2CCN(C(C)c2ccccc2)C1 (stereo unspecified)	0.8	0	10	4	3	6	3	0	-21
CCOc1ccsc1C(=O)OC	0.2	-3	2	0	-14	8	2	-3	-15
COc1ccccc1C(=O)c1cc2ccc(O)cc2oc1=O	-2.4	0	5	8	-7	6	-2	0	9
O=C(c1ccccc1)c1ccc(OCC(=O)N2CCOCC2)cc1	-0.6	-3	7	3	7	-9	-1	-1	-5
O=C(N/N=C/c1cccnc1)c1cccc(S(=O)(=O)N2CCCC2)c1	0.2	-4	0	-1	10	11	0	0	-4
CCc1ccc(OCc2ccc(C(=O)NCc3ccccn3)o2)cc1	4.1	-2	0	12	35	-1	-2	0	-23
CC1=CN2C(=N)/C(=C\c3cn(CCCOc4ccccc4)c4ccccc34)C(=O)N=C2S1	-0.4	12	-6	6	-3	-3	-3	-4	42
Oc1ccccc1C=NC(c1ccccc1)C(O)c1ccccc1 (stereo unspecified)	2.6	1	7	0	11	1	2	-2	-3
CCc1cccc(C)c1NC(=S)NCC1CCN(c2ccc(OC)cc2)C1 (stereo unspecified)	0.7	-2	36	12	27	57*	-2	-3	31
Cc1ccccc1-n1c(Cc2cccs2)n[nH]c1=S	-0.6	-4	3	17	-6	8	4	2	-3
O=C(Cc1ccccc1)NCC(=O)Nc1cccc(Br)c1	-0.2	-3	2	10	-1	7	2	-2	16
Cc1cccc(NC(=O)c2ccccc2OCC(=O)c2ccc(F)cc2)c1	-0.1	0	-1	15	16	12	3	-10	22
[N-]=[N+]=NCCN1CCN(CCc2ccccc2)CCC1=O	-1.0	0	4	0	0	-4	-3	-1	3
O=C(CN1C(=O)NC2(CCc3ccccc32)C1=O)Nc1ccccc1C(F)(F)F (stereo unspecified)	-0.1	2	9	3	-11	4	1	0	-2
CCC1CCc2c(sc(NC(=O)c3cccnc3)c2C(N)=O)C1 (stereo unspecified)	3.6	15	19	28	19	36	-2	9	19
COc1ccc(OCc2nc3c4c(ncn3n2)-c2ccccc2CC42CCCC2)cc1	0.5	-3	-7	7	12	-5	-2	4	3
COC(=O)C(CC(C)C)NC(=O)c1ccc(F)cc1 (stereo unspecified)	-2.5	0	24	15	13	1	-2	-1	-3
CCN(C[C@H]1N[C@@](CC)(C(=O)OC)[C@H]2C(=O)N(C)C(=O)[C@@H]12)C(=O)C1CCCCC1	0.6	-2	-3	0	5	2	-3	1	3
O=C(Nc1cc(S(=O)(=O)N2CCCCC2)ccc1Cl)c1ccncc1	0.3	-3	21	28	-1	-20	-1	-3	23
Cc1nc2ccccc2n1CC(O)COc1ccccc1Cl (stereo unspecified)	1.3	1	-9	9	14	8	-3	-1	-2
O=C(c1ccccc1)N1CCCN(c2nccc(C(F)(F)F)n2)CC1	-2.1	1	20	20	14	19	1	0	25
Cc1cccc(NC(=O)C[n+]2cccc(C)c2)c1	-0.7	-4	-1	13	4	-9	6	-1	-3
CC1(C)SCC(C(=O)O)NC1=O (stereo unspecified)	2.6	-3	-7	6	5	5	0	1	18
COc1cc(S(=O)(=O)Nc2ccccc2N2CCCCC2)ccc1NC(C)=O	5.8	-1	25	9	16	7	-3	-3	17
COc1ccc(Cl)cc1NC(=O)CN(C)C(=O)c1sccc1-c1ccccc1	1.4	-2	47	19	21	19	-3	-16	22
Cc1ccc(S(=O)(=O)/C(C#N)=C/c2c(N3CCN(Cc4ccccc4)CC3)nc3ccccn3c2=O)cc1	1.6	-4	17	13	14	11	-4	-6	14
CC1=NN(c2ccc(C(=O)O)cc2)C(=O)/C1=C/c1ccc(-c2ccccc2F)o1	12	4	62*	3	38	43*	8	·	9
O=C(NCC1CCCO1)C1c2ccccc2Oc2ccccc21 (stereo unspecified)	1.4	-5	-7	13	-13	-10	-1	-2	12
COCCn1ccc(O)c(Cc2ccc(Cl)cc2)c1=O	-1.7	-1	7	15	0	4	-5	3	-13
Cc1ccc2c(c1)c1c(c(=O)n(-c3ccccc3)c(=O)n1CC(=O)NCC1CCCO1)n2C (stereo unspecified)	0.6	-1	8	10	7	2	-6	0	-18
Cc1nnc(Cn2cnc3c2c(=O)n(C)c(=O)n3C)o1	1.5	0	2	7	-9	0	1	0	22
CCOC(=O)c1c(NC(=O)c2ccccc2C(=O)O)sc2c1CCCC2	1.7	-1	12	19	5	6	-2	-2	-14
CC(C)C(NC(=O)CSCc1ccc([N+](=O)[O-])cc1)C(C)C	-0.8	-5	27	5	28	19	-4	1	-12
CCn1cc(NC(=O)Nc2ccccc2C(=O)OC)c(C(N)=O)n1	-1.5	-2	-4	-5	0	2	-1	0	-14
CN1C(=O)OC2(C)CCc3ccccc3C12C (stereo unspecified)	0.4	2	7	3	12	6	-3	0	-11
O=C(COc1ccc(Br)cc1)N(Cc1ccco1)C1CCS(=O)(=O)C1 (stereo unspecified)	2.5	-5	-8	5	10	-5	-2	-2	-5
CC1(C)Cc2c(c(-c3ccco3)nc3n[nH]c(N)c23)CO1	-4.3	8	15	-7	20	-8	-3	-3	-14
CC(OC(=O)CSc1ccccc1)C(=O)NC1CCCCC1C (stereo unspecified)	-1.3	-2	24	19	25	12	-5	2	-8
CCN1C(=O)c2ccccc2S(=O)c2ccc(C(=O)NCc3ccc(OC)cc3)cc21 (stereo unspecified)	0.9	-2	12	5	26	12	3	-1	33
CCOC(=O)Cc1csc(SCC(=O)Nc2ccc(C)cc2F)n1	1.3	-1	22	37	19	11	12	1	7
Cc1ccc(-c2nc(N)n(C(=O)Cc3ccccc3)n2)cc1	0.0	-2	10	8	5	-3	-5	1	2
Oc1ccc2ccccc2c1Br	0.6	-6	20	20	28	8	-3	-16	8
COC(=O)CN(C#N)c1nc(NCc2ccccc2)nc(OC)n1	-0.8	0	5	15	-2	-24	-3	0	20
COc1cccc(OC)c1NC(=O)NC(=O)c1c(OC)c(Br)cc([N+](=O)[O-])c1OC	-1.4	-1	13	17	6	-23	2	8	12
CC(C)c1ccc(NC(=S)Nc2ccc(OC(F)(F)F)cc2)cc1	0.2	0	8	26	-17	6	-2	-8	12
O=C(C1CCCN(Cc2ccccc2)C1)N1CCCCC1 (stereo unspecified)	0.4	-3	11	19	-2	-5	-2	3	10
Cn1nnnc1SCc1cn2cccnc2n1	-3.3	-5	10	-12	3	-15	1	0	11
O=C1CC(SCc2nc3ccccc3[nH]2)C(=O)N1c1ccc(F)c(Cl)c1 (stereo unspecified)	-0.6	-2	21	-3	54*	35	-2	-2	-6
CCC/C=C1/CCCOC(C(=O)NCc2ccccc2)(C(F)(F)F)C1 (stereo unspecified)	-1.7	2	15	29	14	1	-2	0	14
Cc1ccc(NC(=O)COc2ccccc2C=O)cc1Cl	2.7	-3	69*	49	43*	51*	0	-5	-201
COc1cc2ccccc2cc1C(=O)Nc1cc(C)ccn1	6.9	-2	38	15	14	-15	2	1	-54
CCN(Cc1ccncc1)Cc1cn[nH]c1-c1cc(OC)c(OC)c(OC)c1	-0.6	-1	12	21	-3	-7	-6	0	7
COC(=O)c1c(C)oc2ccc(OC(=O)c3cccs3)cc12	-2.6	-1	6	32	14	5	-4	0	-16
COc1cc(NC(=S)Nc2ccc(N(C)C(C)=O)cc2)cc(OC)c1	-1.2	-2	3	21	4	4	-3	-3	19
CCNc1nnc(SCC(=O)c2cc(C)n(C3CC3)c2C)s1	2.3	2	28	17	23	12	1	3	-7
COc1ccc(-c2oc3ccc(-c4cc(OC)c(OC)c(OC)c4)cc3c2-c2ccc(OC)nc2)cc1	-1.1	0	-19	4	17	-2	-5	0	7
O=Cc1coc2c(ccc3ccccc32)c1=O	0.5	9	44	10	41*	58*	2	·	15

2 of these compounds in a different format.
Fields – CHOP UPR activ | XBP1 UPR activ | tim23-1 inh | NALP3 yeast inh | tim10-1 inh | TIM10 inh | APJ ag | GRIN3A LBD mod | Mdm2 MdmX PPI
COc1cc2ccccc2cc1C(=O)Nc1cc(C)ccn1
  6.9 | -2 | 38 | 15 | 14 | -15 | 2 | 1 | -54
CCN(Cc1ccncc1)Cc1cn[nH]c1-c1cc(OC)c(OC)c(OC)c1
  -0.6 | -1 | 12 | 21 | -3 | -7 | -6 | 0 | 7

Bioassay records: PubChem, Sanford-Burnham Center for Chemical Genomics
